Screens (PubChem)
mcGAS RapidFire – blocks mouse cGAS cGAMP production; inhibition, % at 12.5 µM; recombinant mouse cGAS, cGAMP by RapidFire MS; actives 0.18% (n = 130,000);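 active = inhibition of cGAS enzyme activity at or above 60%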;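 note: enzyme stimulated by 45 bp dsDNA with ATP and GTP substrates; cGAMP share of summed cGAMP plus half ATP and half GTP signals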
Target sequence (Q8C6L5 whole entry, looked up): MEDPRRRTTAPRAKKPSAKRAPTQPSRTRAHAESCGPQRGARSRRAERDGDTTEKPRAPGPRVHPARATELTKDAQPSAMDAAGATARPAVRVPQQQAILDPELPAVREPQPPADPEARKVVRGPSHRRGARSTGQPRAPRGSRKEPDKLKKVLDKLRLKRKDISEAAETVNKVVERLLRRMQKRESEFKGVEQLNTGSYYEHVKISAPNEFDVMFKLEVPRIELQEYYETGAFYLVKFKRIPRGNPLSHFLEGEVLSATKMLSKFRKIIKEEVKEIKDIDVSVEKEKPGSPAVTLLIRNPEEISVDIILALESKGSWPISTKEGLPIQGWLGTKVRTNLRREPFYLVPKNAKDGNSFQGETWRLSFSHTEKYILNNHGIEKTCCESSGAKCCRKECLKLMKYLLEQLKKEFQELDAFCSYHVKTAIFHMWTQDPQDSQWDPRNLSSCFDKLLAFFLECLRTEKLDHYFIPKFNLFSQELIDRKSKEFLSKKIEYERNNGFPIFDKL
* = called active by the depositor; & = joins results of further samples. An excerpt (hit frequency here may not be typical).

smiles	mcGAS RapidFire
CCOC(=O)c1c(C)[nH]c(C(=O)COc2ncnc3sc(C)c(C)c23)c1C	-12
CN(C)S(=O)(=O)c1ccc(C(=O)N2CCN=C2SCc2ccc(C(F)(F)F)cc2)cc1	-9
NC(=O)NC(=O)COC(=O)c1ccc([N+](=O)[O-])o1	-1
COc1ccc2cccc(NC(=O)c3cc(-c4cc(OC)c(OC)c(OC)c4)n[nH]3)c2n1	-7
CC(=O)Nc1ccc(N2C(=O)c3cccc4c(C(=O)c5ccccc5)ccc(c34)C2=O)cc1	-3
Cc1nc2c(C)cccn2c(=O)c1NC(=O)Cc1ccc(Cl)cc1	-8
COc1ccc(F)cc1C1=NNC(=NC(C)(C)C)SC1	-5
Nc1nc(CCC(=O)N2CCOC(c3ccc(Cl)cc3)C2)cs1 (centres undefined)	-8
COc1ccccc1/C=C/C1=NC(=C\c2ccc3c(c2)OCO3)/C(=O)O1	-8
CCc1ccc(NS(=O)(=O)c2ccccc2Br)cc1	-12
CCCCN(C)C(=O)c1c(C(F)(F)F)nn(C2CCCN(C)C2)c1C (centres undefined)	-3
Cc1nc(C2(NC(=O)C3CC(c4cccc(F)c4)=NO3)CCCC2)no1 (centres undefined)	3
Cc1[nH]c(=O)sc1C(=O)NCc1ccc([N+](=O)[O-])cc1	-3
Cc1c(CN2CCN(Cc3cccc(F)c3)CC2)[nH]c2ccc(F)cc12	-32
CC(=O)Nc1ccc(C(F)(F)F)cc1NC(=O)/C=C/c1cnn(C)c1	-18
COc1ccc(C(=O)c2c(C)[nH]n(-c3ccccc3)c2=O)cc1OC	-8
COc1ccc(OC)c(C(=O)CN2CCCCCC2(C)C(=O)NC(C)C)c1 (centres undefined)	-8
Cc1cc(C)c(-n2c(C)cc(CO)c2C)c(C)c1	-11
O=c1c2cc3c(=O)n(C4CC4)ccc3nc2ccn1-c1ncn[nH]1	-2
CCCCN(C)C(=O)c1sc(=O)n(Cc2ccc(OC(C)=O)cc2)c1C	0
Cc1cc(NC(=O)OCC(F)(F)F)no1	-4
Cc1oc2cc3c(C(=O)N4CCCCC4)c(C)oc3cc2c1C(=O)N1CCCCC1	-6
O=C(Nc1ccc(F)cc1)c1[nH]c2ccccc2c1Cl	0
O=S(=O)(c1ccccc1)c1nnn2c1nc(NCC1CCCO1)c1sccc12 (centres undefined)	0
CCCNC(=O)c1nnc2n1CCN(C(=O)c1cccn1C)C2	-6
Nc1nc(CSc2ncn[nH]2)nc(Nc2ccc(F)cc2)n1	-23
O=c1ncc(F)c[nH]1	-9
CCOC(=O)N1CCN(C(c2cccc(Cl)c2)c2c(O)cc(C)n(Cc3cccnc3)c2=O)CC1 (centres undefined)	-7
Cn1ccnc1-c1ccc(NCC(c2ccccn2)N2CCOCC2)nn1 (centres undefined)	-15
CC(N)=C(C#N)C(=O)COC(=O)CSCc1c(C)noc1C	-4

Next part; the last 5 above are carried over.
smiles	mcGAS RapidFire
Nc1nc(CSc2ncn[nH]2)nc(Nc2ccc(F)cc2)n1	-23
O=c1ncc(F)c[nH]1	-9
CCOC(=O)N1CCN(C(c2cccc(Cl)c2)c2c(O)cc(C)n(Cc3cccnc3)c2=O)CC1 (centres undefined)	-7
Cn1ccnc1-c1ccc(NCC(c2ccccn2)N2CCOCC2)nn1 (centres undefined)	-15
CC(N)=C(C#N)C(=O)COC(=O)CSCc1c(C)noc1C	-4
CC(C)C(NC(=O)CN1CC(=O)NC1=O)c1ccccn1 (centres undefined)	-11
COc1ccc(C(C)NC(C)C(=O)Nc2ccccc2Cl)cc1F (centres undefined)	-17
c1ccc2c(Oc3ccc4c(c3)OCO4)nncc2c1	-2
COCCN1CCCC2(CCN(C3CCN(c4ccc(Cl)cc4)CC3)C2)C1 (centres undefined)	-9
CCN(C(=O)c1cnn(C(C)C)c1)C(C)CO (centres undefined)	-16&2
CC1CCCN(c2nc(N3CCN(Cc4ccccc4)CC3)nc(N)c2[N+](=O)[O-])C1 (centres undefined)	-9
CC1(C(=O)NCCc2ccccc2)CCN1Cc1ccc2ccccc2c1 (centres undefined)	0
Cn1ncc2c(NCCCOc3ccccc3)ncnc21	-6
Fc1cccc(CSc2nncn3c2cc2occc23)c1	0
CSc1nnc(CC2CCN(C(=O)C(=O)N3CCOCC3)CC2)n1C	-9
CC(c1n[nH]c(=O)n1Cc1cccs1)n1cccn1 (centres undefined)	-6
Cc1n[nH]c(=S)n1CC(=O)N(C)C	-7
CCC(=O)C1(NC(=O)Cc2csc(CC)n2)CCCCC1	0
CC1CCCN(C(C)(C)CNC(=O)Nc2ccc3ccn(C)c3c2)C1 (centres undefined)	-3
COCCNP1(=O)C=C(c2ccccc2)SC(c2ccccc2)=C1	3
Cn1c(=O)c2c(nc(N3CCOCC3)n2CC=Cc2ccccc2)n(C)c1=O	-4
CCOC(=O)NC1CCN(C(C)C(=O)NCc2ccc(F)cc2)CC1 (centres undefined)	-8
Cc1nc(C(C)C)sc1C(=O)NCCS(=O)(=O)N(C)C	-25
CCOc1cc(C2SC(NC(C)=O)=NN2C(C)=O)ccc1OCc1ccc(Cl)cc1Cl (centres undefined)	-5
COc1nc(N2CCC(CC(N)=O)CC2)ncc1Br	-1
COc1ccc(S(=O)(=O)N(C)C2CCS(=O)(=O)C2)cc1Br (centres undefined)	1
O=S(=O)(c1ccc(-c2cnco2)cc1)N1CCC2(CCCNC2)C1 (centres undefined)	-23
O=S(=O)(NCc1ccccc1)N1CCc2[nH]nc(C3CCC3)c2C1	-19
CN(Cc1cccc(F)c1)Cc1nc2scc(-c3ccc(Cl)cc3)c2c(=O)[nH]1	-5
c1ccc(CSc2ncn[nH]2)nc1	-7
O=C(O)c1cc(F)ccc1NS(=O)(=O)c1ccc(Cl)cc1	-9
Cc1cccc2[nH]c(C3CCCN3Cc3ccc(S(C)(=O)=O)cc3)nc12 (centres undefined)	-30
Cc1ccc(C2(O)CCN(c3cncc(C(=O)N4CCCC4)n3)CC2)nc1	-7
O=S(=O)(c1ccc(Cl)s1)N1CCC2(CC1)OCCO2	-4
COc1ccc(CN(C)Cn2nc(-c3ccc(OC)cc3)oc2=S)cc1	-5
CC(=O)c1cc(C(=O)N2CCC(c3[nH]ncc3Cc3ccccc3)CC2)[nH]n1	-10
CCn1ccnc1CN(C)C(=O)c1cc(C)ccc1OC1CCN(Cc2ccncc2)CC1	-1
CC1=NC(C(c2ccccc2F)C(C#N)C#N)C(=O)N1 (centres undefined)	-3
N#CC(C#N)=C1C=C2CC(=NCc3ccccc3)CCC2CC1 (centres undefined)	-5
Cc1ccc(N2CCC(N3CCNC(C(=O)NC4CC4)C3)CC2)cc1Cl (centres undefined)	-15
CCN(CC)C(=O)COc1ccc(NC(=O)CC(C)(C)C)cc1Cl	0
O=c1ccnc(/C=C/c2ccc(OCc3ccccc3)cc2)[nH]1	-6
O=C(NCC(F)(F)F)C1CCN(S(=O)(=O)Cc2cccc(F)c2)CC1	-3
COc1ccc(Br)cc1NC(=O)NCCS(C)=O (centres undefined)	-3
O=C1NCC(=O)N2CCN(C(=O)COc3ccc4c(c3)OCO4)CC12 (centres undefined)	-2
NC(=O)c1nc(-c2cc(Br)ccc2O)nc2c1[nH]c(=O)n2-c1ccc(Cl)cc1	-10
COc1cccc(OCc2ccccc2)c1C(=O)Nc1ccc(C(C)C)cc1	-4
CN1CCn2nc(C(=O)N(C)Cc3nc4ccc(Cl)cc4[nH]3)cc2C1	-8
CC(C)(CNc1ncnc2cc(Cl)ccc12)N1CCOCC1	10
Cc1nc(C)c(C(=O)N2CCn3c(C(N)=O)cnc3C2)s1	-12
Cc1cc(C)n(Cc2cccc(CNC(=O)C(C)(C)C)c2)n1	5
Cc1nc(N2CCN(CCO)CC2)nc2c1C(=O)CC(c1ccccc1O)C2 (centres undefined)	-9
Cc1ccc2nc(N3CCN(C(=O)c4cc(C)on4)CC3)sc2c1	-7
Cc1cccc(-n2cc(-c3nc4c(cnn4C)[nH]3)cn2)c1	-16
CN(Cc1ccoc1)c1nc(-c2cccnc2)nc2c1cnn2C	-19
COc1cc(Cl)ccc1C(=O)N1CCNCC(CC(=O)O)C1 (centres undefined)	-7
Cc1ccc(Cn2c(N3CCN(CCC(C)C)CC3)nc3c2c(=O)[nH]c(=O)n3C)cc1	-7
CC(=O)Nc1nc(CN(C)c2ccc(C(C)(C)C)cc2)cs1	1
CC(=O)Nc1sccc1S(=O)(=O)c1ccc(C)c(C)c1	-3
O=C(C1=Cc2ccccc2OC=C1)N1CC(c2cccnc2)C1	-12
Cc1cnn(CCC(=O)NC(C)c2cccc(C)c2C)c1 (centres undefined)	-3
NC(=O)N1CCCC1C(=O)O (centres undefined)	-5
O=C(CCl)N1CCN(Cc2ccccc2F)CC1	-4
O=C(O)Cn1c(SCCOc2ccccc2)nc2ccccc21	0
O=C(NCc1ccc(Cl)cc1)c1cccc(C(=O)N2CCCC2)n1	-9

(listing goes on)
smiles	mcGAS RapidFire
Cn1c(=O)[nH]c(=O)c2c1nc(CN1CCN(Cc3ccccc3)CC1)n2CCCc1ccccc1	-4
CC(C)CC(N)=O	-3
CCN(CC)CCNc1nc2ccc(Br)cc2s1	-18
COc1cc(N)c([N+](=O)[O-])cc1OC	-18
COCCCNC(=O)C(=O)Nc1ccc(-c2nnc(Nc3ccc(OC)cc3)s2)cc1	-3
COC(=O)C1=C(C)N(Cc2ccccc2)C(=O)C1(NC(=O)C1CC1)C(F)(F)F (centres undefined)	-5
CC(=O)c1ccccc1-c1ccc(C(=O)NCC2CCN(CC(C)C)C2)cn1 (centres undefined)	-7
Nc1ncnc(Sc2nnnn2-c2ccccc2)c1[N+](=O)[O-]	-1
Fc1ccc(-c2cnc(CSc3nnnn3C3CC3)o2)cc1	-9
COCCCNc1nc(-c2c[nH]c3ccccc23)nc2c1CNC2	0
CC1(C(=O)NS(=O)(=O)c2ccccc2Cl)CCN1C(=O)C1CC1 (centres undefined)	-16
O=C(C1CCCCCC1)N1CCCC(N2CCN(c3cccc(C(F)(F)F)c3)CC2)C1 (centres undefined)	-2
O=C(CN1CCN(Cc2ccc3c(c2)OCO3)CC1)N1c2ccccc2Sc2ccccc21	12
CN(c1ccccc1)N1C(=O)c2ccccc2NC12CCN(C(=O)CC(C)(O)C(F)(F)F)CC2 (centres undefined)	-6
Cc1nc(-c2cccc(NC(=O)N3CCSCC3)c2)oc1C	2
COCCn1c(NCc2ccccc2)nc2c1c(=O)[nH]c(=O)n2C	2
CCc1ccc(C(O)(CNCc2ccccc2)c2ccccc2)cc1 (centres undefined)	2
Cn1nnnc1SCCNCC(=O)NC1CCCCCCC1	-19
Cc1noc(C)c1C(=O)OCC(=O)c1cc(C)n(Cc2ccco2)c1C	1
CCn1c2ccccc2c2cc(-c3nc(C)c(C)n3CC(=O)N3CC=CCC3)ccc21	-12
OC(CCN1CCCCC1)(c1ccccc1)C1C[C@@H]2C=C[C@H]1C2 (some centres undefined)	-9
CC1(C(=O)Nc2ccccc2F)CCN1Cc1cccc2c1OCO2 (centres undefined)	-8
Cc1nn(CC(=O)NC(C)C)c(C)c1S(=O)(=O)NC(C)(C)C	13
CN1N=C(c2ccc(O)c(C(=O)O)c2)C2NN=C(N)N21 (centres undefined)	-2
COc1ccc(C(=O)N2CCn3c(nnc3C(N)=O)C2)cc1	-14
CC1(C(=O)NS(=O)(=O)c2ccc(Br)cc2)CCN1C(=O)C1(c2ccccc2)CC1 (centres undefined)	-2
COc1ccc(Cc2cnc(=O)[nH]c2N)cc1	-20
COCC(NC1CSCCSC1)c1ccnn1C (centres undefined)	-13
CCC(C(=O)N(Cc1cc(N)ccc1N(C)C)CC1CC1)c1ccccc1 (centres undefined)	-5
O=c1cccnn1CCNS(=O)(=O)c1ccc(-c2ccccc2)cc1	-2
COc1c(S(=O)(=O)n2nnc3ccccc32)ccc(Cl)c1Cl	-3
CCN(Cc1ccccc1NS(=O)(=O)/C=C/c1ccc(C)cc1)C(C)=O	1
CCN(CC)c1cccc(OCC2CN(C(=O)C(c3ccccc3)C(C)C)CCO2)c1 (centres undefined)	-3
CC(C)n1ncc2c(C(=O)NC3=NCCS3)cc(C3CC3)nc21	2
CC(=O)C1=C(c2cccs2)N(C(C)=O)n2c(nnc2-c2ccc(Cl)cc2)S1	0
Cn1cc(CNC(=O)c2coc(CN3CCN(Cc4ccccc4)CC3)n2)cn1	8
COc1ccc(C(=O)N2CCc3[nH]nc(-c4ccc(F)c(F)c4)c3C2)c(O)c1	-16
C=c1nc(N)sc1=C1NNC(=NC)S1	-17
CCCNC(=O)CNC(=O)c1cc2c(s1)CCC(CC)C2 (centres undefined)	-4
CC(C)c1cc(C(=O)N2CCC3(CN(C)C(=O)O3)C2)no1 (centres undefined)	-5
CCOC(CNc1c([N+](=O)[O-])c(=O)n(C)c(=O)n1C)OCC	-26
CC1(C)C(=O)Nc2ccccc2N1C(=O)CNc1ccc2c(c1)OC(F)(F)O2	-1
Cc1ccc(C2SCCN2S(=O)(=O)c2ccc(Br)cc2)cc1 (centres undefined)	7
O=C(Cc1ccccc1Cl)OCc1cc(-c2ccc3c(c2)OCCO3)on1	-4
COc1cccc(-n2nnc3c(=O)n(Cc4ccc(C)cc4)cnc32)c1	5

3 compounds already listed, ordered by the value under mcGAS RapidFire, highest first.
smiles	mcGAS RapidFire
CC(C)n1ncc2c(C(=O)NC3=NCCS3)cc(C3CC3)nc21	2
COc1c(S(=O)(=O)n2nnc3ccccc32)ccc(Cl)c1Cl	-3
O=C(Cc1ccccc1Cl)OCc1cc(-c2ccc3c(c2)OCCO3)on1	-4
